Compound activity deposited in PubChem BioAssay by NCI.
All columns: NCI-60 one-dose screen, growth in % after 48 h at 10 µM unless noted; 100 = growth as untreated, 0 = no growth, -100 = all killed.
MDA-MB-231: MDA-MB-231 breast cancer. AID 1794789. hit rate 5% among 81,000
MDA-MB-435: MDA-MB-435 melanoma | hit rate 7.8% among 82,000 | AID 1794794
MOLT-4: MOLT-4 leukemia cells | hit rate 6.9% among 80,000 | AID 1794779
MCF7: MCF7 breast cancer | hit rate 6.3% among 82,000
SR: SR leukemia cells; hit rate 8.7% among 73,000
K-562: K-562 leukemia; hit rate 7.4% among 78,000
MDA-MB-468: MDA-MB-468 breast cancer; hit rate 8.5% among 78,000
RPMI-8226: RPMI-8226 leukemia cells; AID 1794781; hit rate 7.5% among 77,000
* = called active by the depositor. The calls were made as follows: active = growth percent below 10; inactive = the rest. Not a hit list; any-hit rate near 15%.

`COc1cc2c(cc1OC)C1=NN(C(=O)Nc3ccc(C)cc3C)C(c3ccncc3)C1C2` (stereo not given) gave MDA-MB-231 91, MDA-MB-435 98, MOLT-4 88, MCF7 95, SR 87, K-562 96, MDA-MB-468 108 and RPMI-8226 80.
`COc1nc2[nH]c(-c3ccc(Cl)cc3)c(C3C(=O)N(Cc4ccccc4)c4ccccc43)c2c(=O)[nH]1` (stereo not given) gave MDA-MB-231 92, MDA-MB-435 103, MOLT-4 96, MCF7 87, SR 83, K-562 86, MDA-MB-468 92 and RPMI-8226 95.
FC(F)(F)c1ccc(-c2ncc(-c3ccc(C(F)(F)F)cc3)c(N3CCC4(CC3)OCCO4)n2)cc1 was read as MDA-MB-231 114, MDA-MB-435 100, MOLT-4 85, MCF7 88, SR 69, K-562 93, MDA-MB-468 109 and RPMI-8226 74.
O=S(=O)(NCCCNc1nccc(-c2c(-c3cccc(F)c3)nc3occn23)n1)c1ccccc1 was read as MDA-MB-231 86, MDA-MB-435 65, MOLT-4 61, SR 78, K-562 44, MDA-MB-468 53 and RPMI-8226 64.
COc1ccc(C(=O)/C=C/c2ccc(C(C)C)cc2)cc1 was read as MDA-MB-231 93, MDA-MB-435 93, MOLT-4 83, MCF7 76, SR 75, K-562 64, MDA-MB-468 86 and RPMI-8226 71.
COc1ccc(OC)c(-c2c(C#N)c(=O)oc3c2c(N)nn3-c2ccccc2)c1 was read as MDA-MB-231 97, MDA-MB-435 100, MOLT-4 95, MCF7 98, SR 104, K-562 88, MDA-MB-468 99 and RPMI-8226 102.
COc1ccc(-c2[nH]c(=S)[nH]c(=O)c2Br)cc1 was read as MDA-MB-231 107, MDA-MB-435 86, MOLT-4 95, MCF7 89, SR 90, K-562 88, MDA-MB-468 97 and RPMI-8226 105.
`COc1ccc(Nc2cc(N)nc(N)n2)cc1` gave MDA-MB-231 101, MDA-MB-435 102, MOLT-4 107, MCF7 97, SR 104, K-562 106, MDA-MB-468 98 and RPMI-8226 101.
For COc1ccc2c(c1)/C(=C\c1ccc(O)cc1)C(=O)N2 the results were MDA-MB-231 99, MDA-MB-435 74, MOLT-4 87, MCF7 50, SR 38, K-562 69, MDA-MB-468 78 and RPMI-8226 77.
For O=C1C2CC3C(CC2C(=O)[N]1[Sn]([c]1ccccc1)([c]1ccccc1)[c]1ccccc1)C1(Cl)C(Cl)=C(Cl)C3(Cl)C1(Cl)Cl (stereo not given) the results were MDA-MB-231 -95*, MDA-MB-435 -96*, MOLT-4 -46*, MCF7 -65*, SR -50*, K-562 -31*, MDA-MB-468 -83* and RPMI-8226 -52*.
For Cc1nc2cc(Nc3nc(Nc4ccc(F)cc4)nc(Nc4ccc(F)cc4)n3)ccc2n1Cc1ccccc1 the results were MDA-MB-231 75, MDA-MB-435 99, MOLT-4 85, MCF7 89, SR 81, K-562 81, MDA-MB-468 91 and RPMI-8226 86.
`COc1ccc(/C(=N/N=C(N)N)c2ccc(F)cc2)cc1OC` gave MDA-MB-231 88, MDA-MB-435 99, MOLT-4 100, MCF7 90, SR 104, K-562 103, MDA-MB-468 95 and RPMI-8226 105.
Cc1ccc(S(=O)(=O)OCCN(CCOS(=O)(=O)c2ccc(C)cc2)c2ccc(F)cc2)cc1 was read as MDA-MB-231 101, MDA-MB-435 103, MOLT-4 101, MCF7 97, SR 91, K-562 100, MDA-MB-468 93 and RPMI-8226 99.
Screening O=C(Cn1c(=O)[nH]c2ccccc2c1=O)Nc1ccccc1 returned MDA-MB-231 103, MDA-MB-435 113, MOLT-4 102, MCF7 93, K-562 97, MDA-MB-468 111 and RPMI-8226 98.
For CCOc1cc(C(=O)O)cc(OCC)c1OCC the results were MDA-MB-231 100, MDA-MB-435 107, MOLT-4 101, MCF7 92, SR 96, K-562 98 and MDA-MB-468 96.
Screening Cc1ccc(-c2cc(-c3ccccn3)n(C3=NCC(=O)S3)n2)cc1 returned MDA-MB-231 104, MDA-MB-435 101, MOLT-4 105, MCF7 102, SR 113, K-562 98, MDA-MB-468 102 and RPMI-8226 118.
For Cc1ccc2c(n1)C(=O)C(Br)=C(c1ccc([N+](=O)[O-])cc1)C2=O the results were MDA-MB-231 76, MDA-MB-435 105, MOLT-4 85, MCF7 84, K-562 43, MDA-MB-468 84 and RPMI-8226 72.
For O=c1[nH]cnc2c1cnn2-c1ccccc1 the results were MDA-MB-231 103, MDA-MB-435 108, MOLT-4 122, MCF7 93, SR 124, K-562 149, MDA-MB-468 104 and RPMI-8226 106.
`Nc1c(C(=O)Nc2ccccc2F)sc2nc3c(cc12)C(=O)CCC3` gave MDA-MB-231 49, MDA-MB-435 -26*, MOLT-4 74, MCF7 23, SR 37, K-562 26, MDA-MB-468 -15* and RPMI-8226 52.
Screening COc1ccc(/C=C/C(=O)c2cc3c(N)c(C(=O)Nc4ccccc4)sc3nc2C)cc1 returned MDA-MB-231 13, MDA-MB-435 -24*, MOLT-4 31, MCF7 7.2*, SR 23, K-562 15, MDA-MB-468 15 and RPMI-8226 -13*.

Of the compounds above, these have a carbonyl joined to an NH by a bond outside any ring:
`COc1cc2c(cc1OC)C1=NN(C(=O)Nc3ccc(C)cc3C)C(c3ccncc3)C1C2` (stereo not given) gave MDA-MB-231 91, MDA-MB-435 98, MOLT-4 88, MCF7 95, SR 87, K-562 96, MDA-MB-468 108 and RPMI-8226 80.
Screening O=C(Cn1c(=O)[nH]c2ccccc2c1=O)Nc1ccccc1 returned MDA-MB-231 103, MDA-MB-435 113, MOLT-4 102, MCF7 93, K-562 97, MDA-MB-468 111 and RPMI-8226 98.
`Nc1c(C(=O)Nc2ccccc2F)sc2nc3c(cc12)C(=O)CCC3` gave MDA-MB-231 49, MDA-MB-435 -26*, MOLT-4 74, MCF7 23, SR 37, K-562 26, MDA-MB-468 -15* and RPMI-8226 52.
Screening COc1ccc(/C=C/C(=O)c2cc3c(N)c(C(=O)Nc4ccccc4)sc3nc2C)cc1 returned MDA-MB-231 13, MDA-MB-435 -24*, MOLT-4 31, MCF7 7.2*, SR 23, K-562 15, MDA-MB-468 15 and RPMI-8226 -13*.

(more compounds)
`CCC(C)C(C)O` (stereo not given) gave MDA-MB-231 109, MDA-MB-435 103, MOLT-4 112, MCF7 93, K-562 108, MDA-MB-468 95 and RPMI-8226 100.
Screening CCN(CC)CCNC(=O)c1cccc(N2C(=O)/C(=C/c3cccc(F)c3)SC2=S)c1 returned MDA-MB-231 100, MDA-MB-435 102, MOLT-4 90, MCF7 94, K-562 93, MDA-MB-468 103 and RPMI-8226 101.
CCN1CCN(c2nc(NNC(=O)c3ccccc3)nc(N3CCN(C(c4ccccc4)c4ccccc4)CC3)n2)CC1 was read as MDA-MB-231 72, MDA-MB-435 60, MOLT-4 8.9*, MCF7 29, SR -20*, K-562 9.4*, MDA-MB-468 7.7* and RPMI-8226 42.
Cc1ccc(S(=O)(=O)NCc2ccccc2)cc1 was read as MDA-MB-231 103, MDA-MB-435 116, MOLT-4 100, MCF7 114, SR 99, K-562 102, MDA-MB-468 100 and RPMI-8226 119.
CCN(CC)c1ccc(/C=C2/SC(=O)NC2=O)c(O)c1 was read as MDA-MB-231 77, MDA-MB-435 104, MOLT-4 100, MCF7 75, SR 96, K-562 93, MDA-MB-468 109 and RPMI-8226 87.
For Cn1cc(-c2nn3c(=O)cc(-c4ccccc4)nc3s2)c2cc(F)ccc21 the results were MDA-MB-231 58, MDA-MB-435 -5.2*, MCF7 35, MDA-MB-468 39 and RPMI-8226 69.
Screening CCOC(=O)C1CC(C)(C)OC1=O (stereo not given) returned MDA-MB-231 95, MDA-MB-435 111, MOLT-4 86, MCF7 91, SR 94, K-562 108, MDA-MB-468 107 and RPMI-8226 103.
Clc1ccc(Nc2ccnc(NCCCNc3ccnc4cc(Cl)ccc34)n2)cc1 was read as MDA-MB-231 -86*, MDA-MB-435 -87*, MOLT-4 -32*, MCF7 -90*, SR -55*, K-562 -57* and RPMI-8226 -62*.
`N#Cc1c(-c2ccc(Cl)cc2)cc(-c2ccc(NC(=O)CSc3nc4ccccc4c(=O)n3-c3ccccc3)cc2)nc1N` gave MDA-MB-231 80, MDA-MB-435 99, MOLT-4 85, MCF7 85, SR 76, K-562 87, MDA-MB-468 99 and RPMI-8226 71.
O=C(O)Cc1ccc2ccccc2c1Br was read as MDA-MB-231 114, MDA-MB-435 111, MOLT-4 74, MCF7 99, SR 103, K-562 93, MDA-MB-468 96 and RPMI-8226 87.
Screening Cn1c(N2CCN(Cc3ccccc3)CC2)nc(-c2ccccc2)c(C#N)c1=O returned MDA-MB-231 88, MDA-MB-435 106, MOLT-4 110, MCF7 85, SR 136, K-562 125 and RPMI-8226 122.
Screening Cc1nn2c(-c3nc4cc(Cl)c(F)cc4[nH]3)c(-c3ccc(F)cc3)nc2s1 returned MDA-MB-231 88, MDA-MB-435 94, MOLT-4 72, MCF7 85, SR 67, K-562 74, MDA-MB-468 71 and RPMI-8226 80.
O=C(c1ccc(Cl)cc1)N1CCCCC1 was read as MDA-MB-231 94, MDA-MB-435 101, MOLT-4 99, MCF7 93, SR 97, K-562 97, MDA-MB-468 101 and RPMI-8226 102.
`O=CNc1ccc(S(=O)(=O)c2ccc([N+](=O)[O-])cc2)cc1` gave MDA-MB-231 85, MDA-MB-435 100, MCF7 87, SR 69, K-562 77, MDA-MB-468 89 and RPMI-8226 62.
COCCCNCC(=O)Nc1cccc(Cl)c1 was read as MDA-MB-231 99, MDA-MB-435 102, MOLT-4 58, MCF7 94, SR 83, K-562 90, MDA-MB-468 104 and RPMI-8226 101.
`CCN(CC)c1ccc(C=O)c(OCc2cn(CC(=O)Nc3ccc(Cl)cc3Cl)nn2)c1` gave MDA-MB-231 97, MDA-MB-435 111, MOLT-4 98, MCF7 95, SR 89, K-562 96, MDA-MB-468 106 and RPMI-8226 117.
COc1ccccc1N1C(=O)/C(=C/C2=Cc3ccccc3OC2)SC1=S was read as MDA-MB-231 88, MDA-MB-435 98, MOLT-4 95, MCF7 96, K-562 75, MDA-MB-468 95 and RPMI-8226 91.
For N#CC(CCCN1CCOCC1)(c1ccccc1)c1ccccc1 the results were MDA-MB-231 91, MDA-MB-435 103, MOLT-4 105, MCF7 90, SR 107, K-562 110, MDA-MB-468 86 and RPMI-8226 104.
Cc1cc(OS(=O)(=O)O)c2ccccc2c1OS(=O)(=O)O was read as MDA-MB-231 90, MDA-MB-435 102, MOLT-4 108, MCF7 91, SR 91, K-562 98, MDA-MB-468 101 and RPMI-8226 93.
`CC[N+](CC)(CC)Cc1ccccc1` gave MDA-MB-231 108, MDA-MB-435 103, MOLT-4 101, MCF7 103, SR 100, K-562 95, MDA-MB-468 96 and RPMI-8226 114.
`O=C1Nc2ccc(Cl)cc2C12NCCc1cc(O)c(O)cc12` (stereo not given) gave MDA-MB-231 88, MDA-MB-435 106, MOLT-4 98, MCF7 74, SR 88, K-562 79, MDA-MB-468 123 and RPMI-8226 78.
CC1=CC2C(=O)c3c([nH]c4ccccc34)NC2C=C1 (stereo not given) was read as MDA-MB-231 95, MDA-MB-435 101, MOLT-4 95, MCF7 95, SR 107, K-562 87, MDA-MB-468 106 and RPMI-8226 109.
O=C1CCC(=O)N1CN1CCN(c2cc(=O)[nH]c3ccc(F)cc23)CC1 was read as MDA-MB-231 103, MDA-MB-435 101, MOLT-4 108, MCF7 96, SR 107, K-562 103, MDA-MB-468 104 and RPMI-8226 110.
Screening NC(=O)C1c2ccccc2C=Cc2ccccc21 returned MDA-MB-231 104, MDA-MB-435 100, MOLT-4 89, MCF7 88, K-562 89, MDA-MB-468 116 and RPMI-8226 107.
